Compound activity deposited in PubChem BioAssay by several laboratories.
CHRM5 PAM: positive allosteric modulators of human muscarinic M5 receptor; CHO-K1 hM5, Fluo-8 calcium, ACh EC20 PAM; 0% = ACh EC20, 100% = ACh EC100; activation, % at 3 µM; P08912; hit rate 0.3% among 360,000;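 active means activation above the run cutoff, the mean activation of all test compounds plus 3 SD, cut at about 18% in these data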
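system = human M5 receptor in CHO-K1 cells | reagent = EC20 acetylcholine as agonist stimulus | compound dosing = single-point, 3 µM nominal | incubation = Fluo-8 loading 80 min at 37 °C plus 30 min room temperature | detection = Fluo-8 calcium dye fluorescence, kinetic read | benchmarks = low control EC20 acetylcholine (0%), high control EC100 acetylcholine (100%)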
CHRM4 antagonist: antagonists of human muscarinic M4 receptor (CHRM4). CHO-hM4 cells, ACh EC80, Fluo-8 calcium fluorescence. AID 624125. hit rate 0.73% among 360,000. inhibition, % at 3 µM;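 active means inhibition above its plate's cutoff, the mean inhibition of sample wells plus 3 SD, cut at about 27% in these data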;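 further: 0% = acetylcholine EC80 with DMSO and 100% = DMSO without agonist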
Target sequence (P08173 whole entry, looked up): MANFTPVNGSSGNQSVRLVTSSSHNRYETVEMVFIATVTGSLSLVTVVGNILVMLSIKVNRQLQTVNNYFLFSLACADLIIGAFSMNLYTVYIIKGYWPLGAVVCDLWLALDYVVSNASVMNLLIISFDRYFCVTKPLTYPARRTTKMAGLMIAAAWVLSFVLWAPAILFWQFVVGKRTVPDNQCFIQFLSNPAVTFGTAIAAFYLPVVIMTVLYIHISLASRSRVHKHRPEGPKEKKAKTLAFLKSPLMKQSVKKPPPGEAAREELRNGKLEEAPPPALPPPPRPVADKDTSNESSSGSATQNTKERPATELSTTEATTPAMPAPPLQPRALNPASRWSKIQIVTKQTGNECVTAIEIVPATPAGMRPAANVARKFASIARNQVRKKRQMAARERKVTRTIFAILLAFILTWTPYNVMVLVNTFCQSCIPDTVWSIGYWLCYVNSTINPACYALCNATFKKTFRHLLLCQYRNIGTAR
M1 PAM: positive allosteric modulators of human M1 muscarinic receptor; P11229; CHO-K1 hM1, Fluo-8 calcium fluorescence, ACh EC20; 0% = ACh EC20, 100% = maximal ACh; activation, % at 3 µM; hit rate 0.088% among 360,000; AID 588819; in the data active means activation above about 19%, passing the limit was not always enough
Target sequence (P11229 whole entry, looked up): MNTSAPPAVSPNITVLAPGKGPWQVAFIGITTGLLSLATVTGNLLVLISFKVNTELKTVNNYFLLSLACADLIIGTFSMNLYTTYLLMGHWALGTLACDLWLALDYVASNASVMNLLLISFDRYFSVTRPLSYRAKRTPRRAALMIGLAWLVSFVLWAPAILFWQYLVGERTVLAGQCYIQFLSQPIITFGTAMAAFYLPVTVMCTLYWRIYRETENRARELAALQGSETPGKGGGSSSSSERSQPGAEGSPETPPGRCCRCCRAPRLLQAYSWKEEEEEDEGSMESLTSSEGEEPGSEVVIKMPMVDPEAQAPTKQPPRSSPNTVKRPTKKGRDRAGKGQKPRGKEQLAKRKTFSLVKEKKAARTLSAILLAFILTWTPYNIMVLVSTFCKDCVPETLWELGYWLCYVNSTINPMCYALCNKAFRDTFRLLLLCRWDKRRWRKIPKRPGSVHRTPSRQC
CHRM4 PAM: CHRM4 positive allosteric modulation. AID 624126. P08173. CHO-K1 hM4/Gqi5, Fluo-8 calcium fluorescence, ACh EC20; 0% = ACh EC20, 100% = maximal ACh. activation, % at 3 µM. hit rate 0.4% among 360,000;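 active means activation above its plate's cutoff, the mean activation of sample wells plus 3 SD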; further: some results filed as inactive read as strong as hits
M5 antag: blocks acetylcholine activation of human M5 receptor; AID 624040; hit rate 0.59% among 360,000; P08912; inhibition, % at 3 µM; CHO-hM5 cells, Fluo-8 calcium fluorescence, ACh EC80;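 active means inhibition above a per-plate cutoff, the mean of that plate's test compounds plus 3 SD, cut at about 27% in these data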;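 further: 0% = acetylcholine EC80 with DMSO and 100% = DMSO without agonist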
CHRM5 agonist: CHRM5 agonism in calcium assay; activation, % at 3 µM; P08912; AID 624037; CHO-K1 hM5 cells, Fluo-8 calcium fluorescence; 0% DMSO wells, 100% maximal acetylcholine response; hit rate 0.19% among 360,000;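 active means activation above the run's mean over test compounds plus 3 SD, cut at about 23% in these data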;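 further: signal is peak over basal fluorescence ratio across the kinetic read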
CRFR2-BP antag: blocks CRF-induced signaling of the CRF-BP/CRF-R2 complex; inhibition, % at 11.8 µM; HEK293 CRF-R2/CRF-BP, CRF-induced calcium fluorescence; hit rate 0.59% among 350,000;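 active means inhibition of the ligand-induced calcium signal above about 50% at the single tested concentration, limit read from the data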
CRFR2-BP ag: agonists of human CRF-binding protein/CRF-R2 receptor complex; hit rate 0.46% among 350,000; HEK293 CRF-R2/CRF-BP, calcium dye fluorescence (FLIPR); percent of saturating CRF peptide response; AID 588473; activation, % at 13.2 µM;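 active means activation of at least 50%, plus an integration ratio under a set limit after plate pattern correction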;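 further: plate controls were neutral control wells without compound for no effect and CRF at EC100 for full effect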
CHRM4 agonist: CHRM4 agonism in calcium assay. P08173. CHO-K1 hM4/Gqi5, Fluo-8 calcium fluorescence; vehicle 0%, full acetylcholine response 100%. activation, % at 3 µM. hit rate 0.14% among 360,000;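 active means activation above the run mean over all test wells plus 3 SD, cut at about 32% in these data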;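 further: peak over basal fluorescence ratio per well then scaled between controls; 0% = DMSO wells and 100% = acetylcholine at EC100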
Starred values were filed as active, the others as inactive; . = no result given. Not a hit list; about 2.6% have a hit in one of these screens.

SMILES	CHRM5 PAM	CHRM4 antagonist	M1 PAM	CHRM4 PAM	M5 antag	CHRM5 agonist	CRFR2-BP antag	CRFR2-BP ag	CHRM4 agonist
COc1cccc(CNC(=O)c2nnn(CC(=O)Nc3cc(Cl)ccc3C)c2N)c1	-5	-10	14	5	13	-4	-5	-1.0	2
COc1ccc(CCNC(=O)CCNC(=O)N2CC(=O)Nc3ccccc32)cc1	-1	7	2	-5	15	-2	7	-0.7	0
CCC(=O)NCCCc1nc2ccccc2n1Cc1ccccc1F	0	-3	3	-3	11	-2	5	6.4	0
Nc1cc(N2CCCCCC2)c2nonc2c1[N+](=O)[O-]	-3	10	-12	-4	7	3	-2	2.8	5
Cc1cc(=O)n(CC(C)C)c(O)c1C#N	9	3	-3	12	-2	1	9	0.8	0
c1ccc(NN(Cc2ccccn2)c2ccccc2)cc1	-2	-14	7	7	-1	-3	15	-0.7	-2
O=Cc1c(Cl)nc2ccccn12	-1	-7	12	3	2	0	-5	-0.8	0
COc1cc([N+](=O)[O-])ccc1NC(=O)CCCOc1ccccc1	5	-9	1	0	-1	-7	-6	0.8	0
O=C(c1ccc([N+](=O)[O-])cc1)N(Cc1cccs1)C1CCS(=O)(=O)C1 (stereo unspecified)	-6	-17	16	7	0	-6	-15	2.6	1
COn1c(-c2ccccc2)nc2ccc(Cl)cc21	0	26	-3	13	-1	2	1	-1.5	1
COCCOc1ccc(C(F)(F)F)cc1NC(=O)COC(=O)c1cc([N+](=O)[O-])ccc1N1CCOCC1	-5	-8	-1	-2	12	-5	-2	0.3	7
Cc1ccc(C2CC2C(=O)NNC(=S)Nc2cccc(Cl)c2)cc1 (stereo unspecified)	-12	-5	-2	-5	11	0	12	-2.9	3
Cc1ccc(Cn2c(SCC(C)C)nc3c2c(=O)[nH]c(=O)n3C)cc1	0	13	6	1	10	-1	-31	1.6	0
Cc1cccc(CSCCNC(=O)c2ccc(CN3CCOCC3)cc2)c1	4	1	6	4	0	-1	6	-2.4	3
O=C(CSc1cccc2cccnc12)N/N=C/c1cccc(O)c1	-7	6	-8	-13	3	-3	-2	-0.8	10
COC(=O)c1ccc2c(=O)[nH]c(CN3c4ccccc4CC3C)nc2c1 (stereo unspecified)	2	5	8	-9	1	2	-10	-0.5	1
COc1ccc(CN(C)C(=O)Cn2cnc3c(OCc4ccccc4)ncnc32)cc1OC	1	-13	6	-2	-5	0	-5	0.2	6
CC(C)CCNC(=O)CN(C(=O)Cn1nnc(-c2ccc(F)cc2)n1)C1CCCC1	-1	2	11	2	3	-4	8	-0.1	0
CCOC(=O)N1CCN(C(=O)c2ccccc2NC(=O)c2ccccc2Cl)CC1	-7	-5	7	-2	14	-3	-14	2.6	0
Cc1csc(SCC(=O)N(C)CC(=O)Nc2ccc(F)cc2)n1	3	4	7	-4	7	1	.	.	0
O=C(CCc1ccc(S(=O)(=O)N2CCOCC2)cc1)NCCc1ccccn1	-2	5	9	5	11	-1	-2	-1.7	2
CC1CCCN(S(=O)(=O)c2ccc(C(=O)NC(C)c3ccccc3)cc2)C1 (stereo unspecified)	8	-9	-3	2	2	-4	4	-2.2	2
COC(=O)c1cccc(NC(=O)c2cccnc2C(=O)O)c1C	7	-3	5	-3	-8	-2	-15	-1.0	0
CCC(C)NC(=O)c1cc(-c2cccs2)nc2ccccc12 (stereo unspecified)	-4	0	4	-5	0	-1	-10	-0.8	9
CSc1nc(-c2ccc(Cl)cc2Cl)[nH]c(=O)c1C#N	3	-5	3	4	-4	-2	9	-2.2	0

Just CHRM4 PAM, for some of the entries so far:
compound,CHRM4 PAM
COc1ccc(CN(C)C(=O)Cn2cnc3c(OCc4ccccc4)ncnc32)cc1OC,-2
CC(C)CCNC(=O)CN(C(=O)Cn1nnc(-c2ccc(F)cc2)n1)C1CCCC1,2
CCOC(=O)N1CCN(C(=O)c2ccccc2NC(=O)c2ccccc2Cl)CC1,-2
Cc1csc(SCC(=O)N(C)CC(=O)Nc2ccc(F)cc2)n1,-4
O=C(CCc1ccc(S(=O)(=O)N2CCOCC2)cc1)NCCc1ccccn1,5

Following part
SMILES	CHRM5 PAM	CHRM4 antagonist	M1 PAM	CHRM4 PAM	M5 antag	CHRM5 agonist	CRFR2-BP antag	CRFR2-BP ag	CHRM4 agonist
Cc1ccc2nc(SCc3cccc([N+](=O)[O-])c3)nc(C)c2c1	-3	-2	-1	-6	-5	0	36	2.3	1
C/C=C(\C)C(=O)NCCN1C2=NC[C@H](Cc3ccccc3)N2C[C@H]1Cc1ccc(O)cc1	3	8	-3	-9	3	-9	2	-1.0	2
Cc1ccc2nc3c(cc(C(=O)NC4CCCCC4)c(=N)n3C3CCCCC3)c(=O)n2c1	6	13	2	-13	4	-2	0	1.1	0
Cc1ccccc1OCC(=O)N/N=C/c1ccc(N(C)C)cc1	2	0	-2	4	14	-2	16	-0.3	0
CC(OC(=O)c1oc2ccccc2c1COc1ccccc1)C(=O)NC(N)=O (stereo unspecified)	-5	-5	-5	4	7	-9	-41	3.2	2
COc1ccc(NC(=O)CCNC(=O)N2CC(=O)Nc3ccccc32)c(OC)c1	0	-10	2	-1	-24	0	-7	2.4	1
O=C(NCc1ccco1)c1cnc2ccccn2c1=O	-5	4	0	-2	3	2	-6	-0.2	1
O=C1CN(C(=O)N[C@@H](Cc2ccccc2)C(=O)N[C@H](Cc2ccccc2)C(=O)O)c2ccccc2N1	-1	1	6	-2	5	0	-7	-0.8	1
CCn1c(SCC(=O)c2ccccc2)nnc1-c1cc2cc(Br)ccc2o1	2	0	-1	-3	-1	-1	10	1.5	0
COc1ccccc1CC(=O)OCC(=O)N1CCN(c2ccc(F)cc2)CC1	6	5	2	-2	9	1	3	0.8	3
Cc1cc(C(=O)N2CCc3ccccc32)c2cc(F)ccc2n1	-6	6	5	-1	4	1	12	-2.3	2
Cc1ccc(NC(=O)Cc2ccc(-n3cccc3)cc2)c(C)c1	-3	11	-2	-13	-5	-1	9	-5.3	0
CCOC(=O)c1ccc(S(=O)(=O)N2CCN(C(=O)c3cc4ccccc4o3)CC2)cc1	0	-2	7	2	6	0	-5	1.2	1
Cc1ccc(CN(C)C(=O)c2ccc(S(=O)(=O)N3CCCCCC3)cc2)o1	0	-5	5	0	0	-2	-11	-0.8	4
CSc1ccc(CNc2nnnn2C)cc1	8	-23	5	8	0	-10	-13	-1.6	0
Cc1ccc(C(=O)N2CCSC2=S)cc1	-1	-1	-7	5	0	-4	37	-0.2	0
C=C(C)CNC(=S)N/N=C/c1ccc(NC(C)=O)cc1	0	3	12	8	5	4	12	0.0	5
O=S(=O)(NCCc1ccccn1)c1ccc(F)c(F)c1	-1	-5	5	-2	3	-6	9	-1.1	1
CC(=O)c1ccc(Nc2c(C)n(C)n(-c3ccccc3)c2=O)cc1	8	-5	14	2	0	5	-4	-0.6	1
CCOC(=O)CC(NC(=O)c1ccco1)c1ccccc1Cl (stereo unspecified)	-3	9	-3	0	6	-7	13	-1.1	0
COc1ccccc1CNC(=O)C1CCC(CNc2c(N3CCCCC3)c(=O)c2=O)CC1 (stereo unspecified)	2	-4	10	12	5	-1	-6	-0.3	1
Cc1noc(NS(=O)(=O)c2ccc(N/C=C\C(=O)c3ccncc3)cc2)c1C	0	-13	8	25	-3	-3	8	2.3	0
COc1ccc(C2CC(=O)Oc3cc(O)ccc32)cc1 (stereo unspecified)	-3	-5	5	0	5	2	6	-1.4	0
Cc1ccc(CNC(=O)CS(=O)CC(=O)O)cc1 (stereo unspecified)	6	-14	2	6	-6	-3	8	-1.4	0
Cc1nc2ccccc2n1-c1ccccc1	0	0	4	3	-6	-4	-5	-2.9	3

Laid out differently: results already given
Fields – CHRM5 PAM, CHRM4 antagonist, M1 PAM, CHRM4 PAM, M5 antag, CHRM5 agonist, CRFR2-BP antag, CRFR2-BP ag, CHRM4 agonist
> CSc1ccc(CNc2nnnn2C)cc1
    8, -23, 5, 8, 0, -10, -13, -1.6, 0
> O=C(NCc1ccco1)c1cnc2ccccn2c1=O
    -5, 4, 0, -2, 3, 2, -6, -0.2, 1

Next section
SMILES	CHRM5 PAM	CHRM4 antagonist	M1 PAM	CHRM4 PAM	M5 antag	CHRM5 agonist	CRFR2-BP antag	CRFR2-BP ag	CHRM4 agonist
COc1cccc(-c2sc3ccccc3c2-c2ccc(OCCN(C)C)cc2)c1	-15	47*	-2	2	22	-7	-16	5.6	9
COc1ccc(Br)c(C(=O)OCC(=O)Nc2cc(C)on2)c1	-2	-7	1	12	3	0	17	-0.5	1
Oc1ccc(-c2csc(Nc3ccccn3)n2)cc1O	0	5	16	-5	-21	9	-16	-1.8	-1
O=S(=O)(Nc1ccc(Cl)c(C(F)(F)F)c1)c1cnc[nH]1	-8	4	6	0	13	-1	-6	1.0	2
O=C(c1ccc(Br)cc1)N(c1ccccn1)C1CCCCC1	1	-1	-1	-8	3	-6	-5	-0.5	-1
COc1ccc(-n2nc(C(=O)NCC(=O)NC3CCCCCC3)c3ccccc3c2=O)cc1OC	-4	-6	0	-7	12	4	-5	0.8	19
CC(C)NC(=O)CCn1ccc2cc(S(=O)(=O)N3CCCC3)ccc21	11	-7	7	9	-9	-3	6	0.1	2
Cc1ccc(C(=O)N2CCN(S(=O)(=O)c3ccccc3)CC2)cc1	4	0	-9	3	-17	1	8	3.1	3
Cc1ccc(CN2CCNC(=O)C2CC(=O)N(C)C(C2CC2)C2CC2)o1 (stereo unspecified)	1	-6	9	11	-1	-2	9	-2.1	1
Cc1ccc(S(=O)(=O)Nc2ccc3c(c2)CCC3)cc1	-3	9	-5	-15	-5	-4	-38	-4.1	-2
NC(=O)C1CCN(C(=O)c2cc(S(=O)(=O)N3CCOCC3)c(Cl)cc2Cl)CC1	14	0	11	11	-3	-5	12	-0.5	0
CC(CC(=O)O)C(=O)c1ccc(Cl)c([N+](=O)[O-])c1 (stereo unspecified)	9	-15	6	17	-7	-1	1	-6.3	2
C=CCNC(=O)c1cccc(C(F)(F)F)c1	-4	-10	11	12	-7	-2	1	-3.1	1
CC1CCN(C(=O)Cn2c3ccc(F)cc3c3nc4n(c(=O)c32)CCCS4)CC1	-6	11	4	4	4	-1	6	-1.0	1
CCCNC(=O)c1ccc(N2CCC3(CC2)CC(c2ccccc2)=NO3)c(N)c1	7	4	-7	-4	3	7	-9	1.2	9
COc1ccc(NC(=O)CSCC(=O)N(C)CC(=O)Nc2cccc3ccccc23)cc1	-3	-16	3	-6	0	-1	0	-1.1	3
CCOC(=O)c1c(NC(=O)CN2C(=O)NC(C)(c3ccccc3)C2=O)sc(C)c1C (stereo unspecified)	-4	4	7	-1	4	0	-83	-1.0	-1
O=C(NCCN1CCC(n2c(=O)[nH]c3ccccc32)CC1)c1ccc2ccccc2c1	-14	-3	.	-6	4	-2	.	.	14
COc1ccc(CNC(=O)CNC(=O)N2CC(=O)Nc3ccccc32)cc1	1	-8	4	3	6	-2	-3	0.2	1
O=C(Nc1nc(N2C(=O)c3ccccc3C2=O)n(-c2ccccc2)n1)c1ccccc1	-4	10	-1	3	0	-2	-16	-0.1	0
Cc1ccc(N(C(=O)c2ccco2)C(C(=O)NC2CCCC2)c2cccnc2)cc1 (stereo unspecified)	3	-15	14	5	-11	-1	9	-0.8	0
CN(C)S(=O)(=O)c1cccc(NC(=O)c2ccc3nccnc3c2)c1	-3	-1	-5	4	1	4	-8	-0.9	11
Cc1ccc(-c2nn(CCC(=O)NC(C)C)c(=O)c3ccccc23)cc1	2	10	11	-4	6	-2	-1	-1.4	0
